High-throughput results (PubChem BioAssay)
LYPLA2 inh: LYPLA2 inhibitors, primary screen, counter-screen for PME1 inhibitor project, biochemical, fluorescence polarization, FP-Rh probe ABPP | recombinant LYPLA2 | inhibition, % at 5.9 µM | 320,000 tested, 0.38% active;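 active means inhibition above the screen-wide mean plus 3 SD, limit set per campaign, cut at about 26% in these data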;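 further: 0% = LYPLA2 with DMSO and 100% = wells lacking LYPLA2 enzyme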
EBNA-1 inhibitor: EBNA-1 DNA-binding inhibitors, primary screen, biochemical, fluorescence polarization; AID 1950, 2009; inhibition, % at 14.8 µM; 300,000 tested, 0.34% active; in the data active means inhibition above about 28%
LYPLA1 inh: LYPLA1 inhibitors, primary screen, counter-screen for PME1 inhibitor project, biochemical, fluorescence polarization, FP-Rh probe ABPP; Acyl-protein thioesterase 1 (Homo sapiens), O75608; recombinant LYPLA1; inhibition, % at 5.9 µM; 320,000 tested, 0.16% active;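 active means inhibition above the mean of all tested compounds plus 3 SD, set per campaign, cut at about 14% in these data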;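 further: inhibitors block serine hydrolase probe labeling of LYPLA1 so polarization falls; 0% = enzyme with DMSO and 100% = wells lacking LYPLA1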
Target sequence (O75608 whole entry, looked up): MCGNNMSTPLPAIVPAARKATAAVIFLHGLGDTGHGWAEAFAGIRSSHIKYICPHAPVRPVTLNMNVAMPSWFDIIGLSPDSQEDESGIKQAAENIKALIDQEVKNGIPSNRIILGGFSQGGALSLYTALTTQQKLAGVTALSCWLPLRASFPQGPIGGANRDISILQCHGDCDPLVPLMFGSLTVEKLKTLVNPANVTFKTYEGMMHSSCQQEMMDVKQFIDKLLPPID
PAFAH2 FP inh: PAFAH2 enzyme inhibitors, primary screen, biochemical, fluorescence polarization, human | recombinant PAFAH2, FP-rhodamine activity probe | inhibition, % at 3.39 µM | 340,000 tested, 0.99% active | AID 492956, 2010;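 active means inhibition above the mean over all tested compounds plus 3 SD, cut at about 30% in these data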;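 further: inhibitors block probe labeling of enzyme so polarization drops; 0% = enzyme with DMSO and 100% = wells lacking PAFAH2 protein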
ZTA counter: blocks Epstein-Barr virus ZTA, an EBNA-1 counter-screen; ZTA-DNA binding, fluorescence polarization; inhibition, % at 11 µM; 320,000 tested, 0.15% active; P03206; in the data active means inhibition above about 33%
PAD4 FP inh: human PAD4 inhibitors, primary screen, biochemical, fluorescence polarization, 1536-well format; Protein-arginine deiminase type-4 (Homo sapiens), Q9UM07; recombinant PAD4, RCA probe fluorescence polarization; inhibition, % at 6.36 µM; 330,000 tested, 0.41% active;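 active means percent inhibition above a cutoff equal to the mean of all tested compounds plus 3 SD, cut at about 15% in these data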;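 further: 0% = PAD4 with RCA probe and DMSO and 100% = probe without PAD4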
PAFAH1B3 FP inh: PAFAH1B3 enzyme inhibitors, primary screen, biochemical, fluorescence polarization, human | Platelet-activating factor acetylhydrolase IB subunit alpha1 (Homo sapiens), Q15102 | recombinant PAFAH1B3, FP-rhodamine probe | inhibition, % at 3.39 µM | 340,000 tested, 0.28% active | AID 492972, 2010;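 active means inhibition above the screen-wide average of all tested compounds plus 3 SD, cut at about 25% in these data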;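 further: 0% = enzyme with DMSO only and 100% = wells lacking PAFAH1B3 protein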
GSTO1 counter: inhibitors of recombinant GSTO1, primary screen, counter-screen for RBBP9 inhibitor project, biochemical, fluorescence polarization; 300,000 tested, 1.1% active; inhibition, % at 5.96 µM; Glutathione S-transferase omega-1 (Homo sapiens), P78417; activity-based probe fluorescence polarization;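 active means inhibition above the campaign mean inhibition plus 3 SD, cut at about 35% in these data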;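 further: 0% = GSTO1-1 with DMSO and 100% = wells lacking GSTO1-1 enzyme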
PREPL inh: PREPL enzyme inhibitors, primary screen, biochemical, fluorescence polarization; inhibition, % at 5.96 µM; Prolyl endopeptidase-like (Homo sapiens), Q4J6C6; recombinant PREPL, fluorescence polarization activity-based probe; AID 2751, 2010; 320,000 tested, 0.68% active; in the data active means inhibition above about 43%;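 further: 0% = enzyme with DMSO and 100% = wells lacking enzyme; many of its hits are not listed in these tables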
Target sequence (Q4J6C6 whole entry, looked up): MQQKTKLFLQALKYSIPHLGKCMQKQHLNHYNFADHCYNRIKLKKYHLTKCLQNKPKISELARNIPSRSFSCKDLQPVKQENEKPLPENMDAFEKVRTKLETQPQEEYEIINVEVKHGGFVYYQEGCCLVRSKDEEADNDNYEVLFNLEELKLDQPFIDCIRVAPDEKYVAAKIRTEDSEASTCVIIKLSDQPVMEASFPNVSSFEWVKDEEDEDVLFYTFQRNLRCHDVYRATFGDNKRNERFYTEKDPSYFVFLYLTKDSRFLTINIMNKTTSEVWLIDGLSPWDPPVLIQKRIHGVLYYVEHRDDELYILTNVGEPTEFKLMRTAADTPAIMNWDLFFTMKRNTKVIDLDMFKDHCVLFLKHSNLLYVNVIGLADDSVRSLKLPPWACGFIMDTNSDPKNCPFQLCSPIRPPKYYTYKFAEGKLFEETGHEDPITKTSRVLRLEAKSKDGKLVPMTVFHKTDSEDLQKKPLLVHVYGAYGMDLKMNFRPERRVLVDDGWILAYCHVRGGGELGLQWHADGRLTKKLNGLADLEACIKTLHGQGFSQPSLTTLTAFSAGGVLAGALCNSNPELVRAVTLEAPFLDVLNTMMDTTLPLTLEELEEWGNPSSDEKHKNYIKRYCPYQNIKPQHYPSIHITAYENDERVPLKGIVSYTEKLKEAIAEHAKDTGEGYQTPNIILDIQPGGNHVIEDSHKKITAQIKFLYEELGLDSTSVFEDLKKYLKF
* = called active by the depositor; · = no result given. A portion of the library; count on the stated rates, not on these rows.

SMILES	LYPLA2 inh	EBNA-1 inhibitor	LYPLA1 inh	PAFAH2 FP inh	ZTA counter	PAD4 FP inh	PAFAH1B3 FP inh	GSTO1 counter	PREPL inh
COc1ccc2c(c1)C=C(CN1CCN(Cc3ccccc3C)C(CCO)C1)CO2 (stereo not drawn)	2	-6	0	0	-4	-5	-1	12	28
Cc1nc2[nH]onc2c2nccc(=O)c12	-5	-6	-4	3	3	-9	4	1	0
Cc1ccc(Nc2nnc(SCc3nc4ccccc4c(=O)[nH]3)s2)cc1	-2	6	-3	-7	4	3	-5	0	11
CCOc1ccccc1NC(=S)NC1CC2CCC1C2 (stereo not drawn)	-6	-4	4	29	-9	-6	11	2	-1
COCCN(C(=O)Nc1ccc(F)cc1F)c1nc2ccccc2s1	-4	-13	1	1	-4	-1	1	3	-6
CCNc1nc(N2CCOCC2)nc(N(c2ccccc2)c2ccccc2)n1	3	-1	0	-10	-16	-4	-5	1	12
Cc1cccc(-n2c(SCC(=O)N(C)C3CCS(=O)(=O)C3)nc3ccccc3c2=O)c1C (stereo not drawn)	-3	-11	-5	6	9	0	-6	6	0
Cc1cc(O)c(NC(=S)NC(=O)c2ccc(-c3ccc(Cl)cc3)o2)cc1C	-11	14	-8	-2	-5	-3	-2	-17	3
Cc1cccc(C(=O)Nc2cc(OCc3cccc(F)c3)c(Cl)cc2Cl)c1	-4	13	0	-3	7	2	-2	1	0
O=C(Nc1cccc2ccccc12)c1cn(-c2ccccc2)nc1-c1cccs1	-58	-15	-30	-33	-25	-3	-31	-6	3
OCCN=C1CCCc2c1[nH]c1ccc(Br)cc21	6	-3	-4	3	5	-5	0	-4	10
CC(C)Oc1ccc(C(=O)Nc2ccccc2N2CCCC2)cc1	3	7	1	-9	6	3	5	5	-10
CC(=O)NC12CC3CC(C1)CC(C(=O)N1CCN(S(=O)(=O)c4cccs4)CC1)(C3)C2	3	·	1	17	-6	0	8	·	12
CC(C)Nc1nc(NC(N)=S)nc(NC(C)C)n1	3	-5	-3	0	2	-6	5	0	-3
CCOC(=O)N1CCC(NC(=O)C2CCCCN2S(=O)(=O)c2ccc(F)cc2)CC1 (stereo not drawn)	8	0	1	1	1	5	7	2	12
COc1ccc(C(=O)NC(=S)NCCc2ccccc2)cc1	-2	-1	-3	-4	8	-4	7	3	-10
COc1ccccc1N1CCN(C(=O)c2cccc3c(=O)c(C)c(-c4ccccc4)oc23)CC1	-1	0	-2	-2	-25	-3	1	5	9
Cc1noc(C)c1COc1ccc(CC(=O)NCCc2ccccn2)cc1	5	-3	1	-8	-6	1	7	3	0
NC(=O)CSc1nnnn1-c1ccccc1Cl	5	-15	6	3	1	-5	2	11	0
Cc1cc(C(=O)NCc2ccc3c(c2)OCO3)ccc1[N+](=O)[O-]	-6	3	-5	-3	4	2	8	9	12
CCn1c(N2CCN(S(=O)(=O)CC)CC2)nc2ccccc21	-2	-3	-4	-1	11	-4	8	-3	2
CS(=O)(=O)c1ccc(Cl)c(NC(=O)C2CC(=O)N(Cc3ccco3)C2)c1 (stereo not drawn)	4	-10	3	1	-5	-2	3	10	9
N#CCCn1cc(C(=O)O)c(-c2ccc3ccccc3c2)n1	3	-4	2	1	0	-1	2	3	29
CCOC(=O)CSc1nc(N)c(C#N)cc1C#N	0	-5	2	4	-4	2	8	4	4
Cc1cc(O)c(/C=N/Nc2ccccc2Cl)c(=O)o1	-2	-7	-1	27	-7	-1	0	7	4

Results in GSTO1 counter, for some of the entries so far:
Structure | GSTO1 counter
CC(C)Nc1nc(NC(N)=S)nc(NC(C)C)n1 | 0
Cc1cc(O)c(/C=N/Nc2ccccc2Cl)c(=O)o1 | 7
Cc1cccc(C(=O)Nc2cc(OCc3cccc(F)c3)c(Cl)cc2Cl)c1 | 1

More entries follow:
SMILES	LYPLA2 inh	EBNA-1 inhibitor	LYPLA1 inh	PAFAH2 FP inh	ZTA counter	PAD4 FP inh	PAFAH1B3 FP inh	GSTO1 counter	PREPL inh
CSc1ccc(C(=O)NCC(=O)O)cc1[N+](=O)[O-]	-1	-1	2	4	-17	-2	5	15	-5
COc1cc(/C=C(\C#N)C(=O)NC2CCCCC2)ccc1OCc1ccc(C(=O)O)cc1	8	5	1	5	-3	0	10	-13	-9
NC(=O)c1nsc(C(=O)N(c2ccccc2)C(C(=O)NCC2CCCO2)c2cccs2)c1N (stereo not drawn)	1	-6	1	1	4	-2	11	1	-1
O=C(NCc1cn2ccsc2n1)Nc1ccc(Cl)cc1	0	3	-6	-1	2	-5	11	4	-6
Cc1ccc(N(C(=O)CNC(=O)c2ccco2)C(C(=O)NC2CCCC2)c2cccnc2)cc1C (stereo not drawn)	4	0	5	-21	-15	1	5	3	4
O=C(C[C@@H]1C/C=C\CC[C@@H](Cc2ccc(F)cc2)C(=O)OC[C@@H](Cc2ccccc2)NC1=O)NCCO	·	·	·	12	·	3	10	·	31
O=C(Nc1ccccc1N1CCOCC1)c1cccc(NS(=O)(=O)c2ccc(F)c(F)c2)c1	-13	-13	-6	-2	3	-4	5	1	7
S=C(NCc1cccnc1)Nc1ccc(Cl)cc1Cl	2	5	2	5	-20	0	3	13	-22
O=C(CNc1ccccc1)N/N=C/c1c(O)ccc2ccccc12	8	-14	-8	3	5	-1	16	11	26
CC(C)Cc1nnc(NC(=O)CCC(=O)N2CCCCC2)s1	0	5	2	7	6	1	-3	5	4
COc1ccc(-c2cc(=O)c(C(=O)c3ccc(C)cc3)n[nH]2)cc1	20	-2	-2	-2	-8	-1	8	2	-1
Cc1cc(=O)oc2c(CN(CC(C)C)CC(C)C)c(O)ccc12	0	-19	-1	·	-1	-3	·	-10	8
Cc1ccc(NC(=O)C2CCN(S(=O)(=O)c3c(C)noc3/C=C/N(C)C)CC2)cc1	-6	-2	-5	-3	10	-5	-9	-2	10
COc1ccc(NC(=O)Nc2ccc(C(=O)N3CCOCC3)cc2)cc1OC	-3	8	-1	-7	8	2	1	1	2
CCc1c(C(C)S(=O)(=O)c2ccc(C)cc2)[nH]c(=O)n1-c1ccc(C)cc1 (stereo not drawn)	1	-16	-3	1	-8	-5	8	-3	15
Cc1[nH]c2ccccc2c1CCN(Cc1cccnc1)C(=S)Nc1cccc(F)c1	8	-2	1	-3	-1	1	0	6	8
Cc1ccc(C)c(CSc2nnc([C@@H]3CCCN3)o2)c1	-2	-11	0	8	-19	-2	6	0	3
CCOC(=O)CN1C(=O)N[C@@H](c2cccs2)C(C(=O)OC)=C1C	6	15	-4	3	5	5	14	3	15
CCN=C(Nc1ccc2c(c1)OCO2)SC1CC(=O)N(c2ccc(OC)cc2)C1=O (stereo not drawn)	8	1	-3	15	4	-2	-6	0	30
N#C/C(C(=O)N1CCCC1)=C1/N=C(N)c2ccccc21	0	-5	2	3	-10	-4	6	1	-12
Cn1c(SCCOc2ccccc2Cl)nnc1-c1cccs1	2	4	3	-2	-6	-5	2	4	8
Cc1ccc2nc(SC(C)C(=O)NCc3ccco3)[nH]c2c1 (stereo not drawn)	-5	2	-3	8	4	-5	3	3	5
CC(=O)Nc1ccc(NC(=O)CCc2ccc(C)o2)cc1	5	11	5	-1	-1	1	9	10	-1
COc1cc(C2NC(=S)NC(c3ccccc3)=C2C(C)=O)cc(Cl)c1OCC(=O)O (stereo not drawn)	-7	-9	0	9	-4	6	-1	8	0
CCOC(=O)c1nc(C)n(-c2cc(Cl)cc(Cl)c2)n1	1	16	-2	1	8	-4	6	1	3
More records follow.
SMILES	LYPLA2 inh	EBNA-1 inhibitor	LYPLA1 inh	PAFAH2 FP inh	ZTA counter	PAD4 FP inh	PAFAH1B3 FP inh	GSTO1 counter	PREPL inh
COc1cc(CCC(=O)N2CC(C)OC(C)C2)cc(OC)c1OC (stereo not drawn)	5	7	2	-10	10	0	6	4	0
O=C(NC(=S)N1CCN(c2ccccc2)CC1)c1c(F)cccc1F	-2	-1	0	1	-10	-3	2	8	20
CC1CN(c2ncc(/C=N/NC(=O)c3ccccc3O)s2)CC(C)O1 (stereo not drawn)	2	-20	-1	-3	-7	-1	8	-3	-8
FC(F)(F)c1nnc2ccc(N3CCCCCC3)nn12	0	12	-2	-1	19	0	2	-10	1
COc1ccc(C2=NS(=O)(=O)N(C)C(C(=O)N3CCCCC3C)=C2)cc1 (stereo not drawn)	0	3	1	-7	7	3	-7	1	-5
C[C@@H]1CN([C@H](C)CO)C(=O)c2cc(NC(=O)Nc3ccc4c(c3)OCO4)ccc2O[C@H]1CN(C)Cc1ccncc1	·	·	·	2	·	-6	3	·	17
CCOc1ccc(NC(=O)COC(=O)c2ccc(S(=O)(=O)N3CCOCC3)cc2)cc1	·	·	·	-1	·	-4	1	·	19
CC(=O)c1ccc(C(=O)N2CCCC(Nc3ccccc3)C2)s1 (stereo not drawn)	7	0	1	2	8	0	0	0	7
O=C(COC(=O)C1(c2ccc(F)cc2)CCCC1)NCc1ccco1	-6	-18	0	9	-7	-3	9	-1	-8
Cc1nc2nc(C)c(CCC(=O)N3CCN(c4ccccn4)CC3)c(C)n2n1	2	-6	-2	-4	-1	4	-2	1	16
O=C(NCCN1CCN(c2cccc(Cl)c2)CC1)Nc1ccccc1	12	-4	4	-6	-15	-1	3	9	0
O=C(CNC(=O)c1ccc(Br)o1)NCC1COc2ccccc2O1 (stereo not drawn)	·	·	·	5	·	2	-2	·	4
CSC(=Nc1ccccc1)Nc1ccccc1	5	-3	4	6	-11	2	1	3	-3
N[C@@H](Cc1ccccc1)c1nnc(SCc2ccccc2Cl)o1	10	-13	1	-3	0	-3	2	4	-3
Cn1c(SCC(N)=O)nnc1C1CCN(C(=O)NC2CCCCC2)CC1	6	6	3	5	3	-1	-4	-3	9
N#Cc1c(SCC(=O)O)nc(N2CCOCC2)c2c1CCCC2	2	-6	0	1	-1	0	-1	5	7
O=C(Nc1cccc(F)c1)C1CCN(C(=O)c2ccco2)CC1	7	8	1	-4	10	1	-4	-3	2
Cc1ccc(C(C)C)c(OCc2nn(CC(=O)c3ccc(OC(F)F)cc3)c3[n+]2CCCCC3)c1	-2	6	3	11	1	-2	10	5	29
C/C(=N\NC(=O)CN1CCN(c2ccc(F)cc2)CC1)c1ccco1	1	-12	0	3	-4	-5	-3	5	8
Cc1ccc(S(=O)(=O)Nc2ccncc2)c(C)c1N(C)S(=O)(=O)c1ccc(F)cc1	3	3	-2	-1	0	1	11	0	-2
O=C(NCc1ccccc1)c1nc[nH]c1C(=O)N1CCN(c2ccccc2)CC1	-1	·	-2	1	6	-2	-5	·	18
COc1ccc(CNC(=O)CS(=O)Cc2nc(-c3ccccc3C)oc2C)cc1 (stereo not drawn)	0	-5	-1	3	3	-3	8	25	0
C/C(CCC(C)C)=N\Nc1cc(C)c2ccccc2n1	2	-3	0	7	-2	-8	7	5	2
CNC(=S)N(C1=NCC(c2ccc([N+](=O)[O-])cc2)S1)c1ccccc1 (stereo not drawn)	7	-4	-3	-4	-2	4	6	3	-1
O=C(C1=C[C@H](C2CC2)C[C@H](OCc2ccc(CO)cc2)O1)N1CCN(Cc2ccccc2)CC1	-2	6	-3	-4	10	-2	1	2	21
CN(C)c1ccc(N=Nc2ccc(C(=O)O)cc2)cc1	-3	-8	-1	-3	2	-3	7	-14	7
